High-throughput results deposited in PubChem BioAssay by several laboratories.
SUMO1-SIM PPI: modulators of SUMO1 protein-protein interactions, primary screen, biochemical, uHTS | Small ubiquitin-related modifier 1 (Homo sapiens), P63165 | SUMO1 binding to a labelled peptide, TR-FRET, 1 h | inhibition, % at 20 µM | 0.33% of 360,000 active | AID 602429, 2012; in the data active = inhibition above about 37%
Target sequence (P63165 whole entry, looked up): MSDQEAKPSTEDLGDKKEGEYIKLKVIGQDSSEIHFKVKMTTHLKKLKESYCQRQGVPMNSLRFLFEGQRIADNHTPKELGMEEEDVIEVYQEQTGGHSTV
CSN inh: inhibitors of CSN-mediated cullin deneddylation, primary screen, biochemical, fluorescence polarization, uHTS; COP9 signalosome complex subunit 5 (Homo sapiens), Q92905; Purified CSN, SCF-Nedd8-OG deneddylation; inhibition, % at 12.5 µM; 0.38% of 360,000 active; AID 651999, 2013;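 active = pattern-corrected inhibition above about 35%, with an unprinted fluorescence ratio check between 0.5 and 1.5, limit read from the data, passing the limit was not always enough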;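 note: 0% = enzyme with substrate and 100% = substrate without enzyme; some results filed as inactive read as strong as hits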
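assay system = purified human Csn5 enzyme expressed in HEK293T cells | amount = 0.24 nM enzyme | buffer or medium = Tris/NaCl/DTT buffer, pH 7.5 | reagent = 10 nM SCFSkp2-Nedd8OG | compound = one concentration, 12.5 µM, 0.25% DMSO | times = 90 min reaction at room temperature | signal = FP | read-out basis = % inhibition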
Scp-1 inhibitor: Scp-1 phosphatase inhibitors, primary screen, biochemical, colorimetric, uHTS; Carboxy-terminal domain RNA polymerase II polypeptide A small phosphatase 1 (Homo …; Recombinant Scp1, phosphopeptide, malachite green phosphate absorbance; inhibition, % at 20 µM; 0.88% of 340,000 active; AID 493091, 2011;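 active = inhibition above about 50% at 20 µM, limit read from the data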;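 note: plate controls were DMSO wells with enzyme for no effect and wells lacking enzyme for full effect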
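Incubation: 45 min enzyme reaction at room temperature / System: truncated SCP-1 phosphatase (76-261aa) / Reagent: Phospho 17-mer peptide substrate / Buffer or medium: Acidic Tris acetate buffer with magnesium and detergent / Signal: absorbance at 630 nm / Doses: one concentration, 20 µM, with 1.0% DMSO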
NadD block: inhibitors of S. aureus NadD, primary screen, biochemical, colorimetric, uHTS; 0.78% of 360,000 active; AID 602399, 2012; purified NadD enzyme, colorimetric absorbance read-out; inhibition, % at 20 µM; Nicotinate-nucleotide adenylyltransferase NadD (Staphylococcus aureus N315); in the data active = inhibition above about 26%; note: some compounds past the cut are filed as inactive
STEP block: STEP phosphatase inhibitors, primary screen, biochemical, fluorescence intensity, uHTS; Tyrosine-protein phosphatase non-receptor type 5 (Homo sapiens), P54829; recombinant STEP, OMFP fluorogenic substrate; inhibition, % at 20 µM; 0.25% of 360,000 active;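 active = inhibition at 20 µM, scaled per plate between control wells, above about 37%, limit read from the data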;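 note: 0% = DMSO with enzyme and substrate and 100% = substrate only without enzyme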
Target sequence (P54829 whole entry, looked up): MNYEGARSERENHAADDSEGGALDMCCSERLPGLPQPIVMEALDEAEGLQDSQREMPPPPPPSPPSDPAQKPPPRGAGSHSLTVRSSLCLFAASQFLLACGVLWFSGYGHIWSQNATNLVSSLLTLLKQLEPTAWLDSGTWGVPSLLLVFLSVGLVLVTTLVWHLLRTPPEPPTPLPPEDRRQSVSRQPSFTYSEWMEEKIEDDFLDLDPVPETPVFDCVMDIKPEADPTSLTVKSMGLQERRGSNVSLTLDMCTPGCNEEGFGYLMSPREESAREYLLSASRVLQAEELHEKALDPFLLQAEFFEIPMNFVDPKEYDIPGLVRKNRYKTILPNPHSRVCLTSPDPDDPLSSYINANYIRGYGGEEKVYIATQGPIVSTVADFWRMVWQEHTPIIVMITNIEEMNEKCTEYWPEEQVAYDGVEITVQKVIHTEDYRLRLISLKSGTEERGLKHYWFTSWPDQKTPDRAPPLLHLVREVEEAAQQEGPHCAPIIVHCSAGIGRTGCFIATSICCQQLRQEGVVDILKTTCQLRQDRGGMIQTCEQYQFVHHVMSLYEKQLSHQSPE
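Assay system: isolated STEP enzyme / Timing: 20 min at room temperature, dark / Doses: 20 µM, 1% DMSO / Technique: fluorescence intensity, excitation 480 nm, emission 540 nm / Reagent: fluorogenic phosphatase substrate OMFP at 25 µM final / Measure: percent inhibition scaled to no-enzyme and uninhibited-enzyme controls, plate-pattern corrected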
LMPTP block: LMPTP phosphatase inhibitors, primary screen, biochemical, fluorescence intensity, uHTS | 0.22% of 360,000 active | recombinant LMPTP-A, OMFP fluorogenic substrate | inhibition, % at 20 µM;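 active = compounds that cut the enzyme signal by at least half of the control window in the single-dose screen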;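 note: plate controls were DMSO wells with enzyme plus substrate for no effect and substrate without enzyme for full effect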
Target sequence (P24666 whole entry, looked up): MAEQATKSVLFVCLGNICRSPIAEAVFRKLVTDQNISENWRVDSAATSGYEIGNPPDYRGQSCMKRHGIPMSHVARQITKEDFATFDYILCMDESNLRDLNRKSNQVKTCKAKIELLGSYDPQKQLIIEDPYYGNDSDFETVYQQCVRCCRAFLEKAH
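Assay system: LMPTP-A enzyme. Input: 0.625 nM LMPTP-A final. Probe or stimulus: 400 µM OMFP. Compound dosing: single 20 µM dose. Schedule: 50 min dark incubation at room temperature. Detection: fluorescence intensity of OMFP turnover product. Read-out: percent inhibition versus substrate-only and uninhibited controls. Benchmarks: no-enzyme low control, uninhibited high control.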
Rpn11 inh: Rpn11 (PSMD14) deubiquitinase inhibitors, primary screen, biochemical, fluorescence polarization, uHTS. 26S proteasome non-ATPase regulatory subunit 14 (Homo sapiens), O00487. human 26S proteasome, Ub4-pepOG fluorescence polarization; 20S core pre-blocked with epoxomicin. calls only at 20 µM. 0.59% of 360,000 active;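 active = inhibition at 20 µM, scaled to each plate's controls, above about 33%, limit read from the data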
DNMT1 block: human DNMT1 methyltransferase inhibitors, primary screen, biochemical, molecular beacon, fluorescence, HinP1I cleavage, uHTS | 0.83% of 360,000 active | inhibition (reported as % activation of signal), % at 10 µM | DNA (cytosine-5)-methyltransferase 1 (Homo sapiens), P26358; in the data active = inhibition above about 50%
TbMetRS inhib: T. brucei MetRS inhibitors, primary screen, biochemical, luminescence; purified T. brucei MetRS, ATP depletion, Kinase-Glo luminescence; AID 624268, 2012; inhibition, % at 11.9 µM; methionyl-tRNA synthetase (Trypanosoma brucei brucei); 0.4% of 360,000 active;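 active = inhibition above a per-plate cutoff of the control wells' mean inhibition plus 3 SD, cut at about 5.5% in these data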;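 note: 0% = DMSO wells median and 100% = median of wells with control inhibitor compound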
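Test system – parasite MetRS enzyme · Reagent – substrates ATP, L-methionine and bulk Escherichia coli tRNA · Doses – 11.9 µM compound single dose, 0.9% DMSO · Times – 15 min enzyme-compound preincubation, 2 h reaction, 10 min detection, 25 °C · Signal – Kinase-Glo luminescence, ATP depletion format · Controls – DMSO-only wells as low control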
MsrA inhibitor: bovine MsrA enzyme inhibitors, primary screen, biochemical, absorbance, HTS; Methionine sulfoxide reductase A (Bos taurus); purified bovine MsrA, absorbance read-out; inhibition, % at 15.5 µM; 0.75% of 360,000 active; AID 651718, 2012; in the data active = inhibition above about 4.5%;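 note: 0% = vehicle wells with enzyme and 100% = reference inhibitor wells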
* = called active by the depositor; i = inactive; nt = not tested or not shown.

SMILES	SUMO1-SIM PPI	CSN inh	Scp-1 inhibitor	NadD block	STEP block	LMPTP block	Rpn11 inh	DNMT1 block	TbMetRS inhib	MsrA inhibitor
CCOC(=O)N1C(=O)C[C@](Sc2ccc(C)cc2)(C(=O)OC)[C@H]1c1ccccc1	6	-4	nt	-3	nt	-1.0	nt	nt	-0.6	-1.0
O=C1NC(=S)N/C1=C\c1cccc([N+](=O)[O-])c1	-21	2	-1	2	1	1.1	i	4	-0.2	1.0
CCN(CCNC(=O)C1CCN(S(=O)(=O)c2cccc3nsnc23)CC1)c1ccccc1	-25	3	0	7	0	-1.2	i	-2	-0.8	0.2
CCC(=S)/C=C1\Sc2ccccc2N1CCCS(=O)(=O)O	-4	5	18	3	32	0.4	i	4	-0.4	0.4
C[C@H]1C[C@H]2[C@@H]3CCC4=CC(=O)C=C[C@]4(C)[C@@]3(Cl)[C@@H](O)C[C@]2(C)[C@@]1(O)C(=O)CO	-4	0	-3	-1	0	-2.3	i	-3	-1.1	-0.7
CN(C(=O)C1CCN(S(=O)(=O)c2cccs2)CC1)c1ccccc1	-1	-11	-7	-4	-5	-1.4	i	-1	-0.2	0.6
Cc1csc2ncnc(N3CCN(C(=O)Nc4ccc(OC(F)(F)F)cc4)CC3)c12	6	-1	-11	-3	5	0.7	i	2	-0.3	0.6
CCn1c(SCC(=O)Nc2cccc(NC(C)=O)c2)nnc1-c1ccco1	-4	3	0	3	2	-0.5	i	0	0.0	-0.3
CCCc1nn2c(=O)cc(CSCC(=O)Nc3ccc(C)cc3)nc2s1	-2	0	-4	4	-2	0.0	i	4	-0.4	0.1
COc1ccc2nc(NC(=S)NC(=O)c3ccco3)sc2c1	2	0	-1	3	1	0.1	i	-3	0.0	1.0
CCN(CC)CCn1c(NCc2nc3ccccc3n2Cc2ccccc2)nc2ccccc21	-5	1	-11	-10	4	3.1	i	-1	-0.6	0.0
Nc1nc(N)c2nc(-c3ccccc3)c(N)nc2n1	-19	-2	-9	-6	-1	34	i	-1	-0.1	1.3
O=C(CCCc1ccccc1)Nc1nncs1	-1	2	3	-5	4	-1.0	i	2	0.3	-0.5
CC(Oc1ccccc1)C(=O)Nc1nnc(C2CCCCC2)s1 (centres undefined)	-2	-1	-1	0	2	0.1	i	-1	-0.2	0.5
O=S(=O)(c1ccc(-c2ccon2)s1)N1CCCC1	-10	3	-13	3	-1	-0.4	i	0	1.8	0.2
O=C(Nc1ccc(F)cc1)c1nc[nH]c1C(=O)Nc1ccc([N+](=O)[O-])cc1	-2	6	8	2	2	12	i	27	-0.5	-0.9
COc1cccc(NC(=O)N2CCCC2C(=O)NC23CC4CC(CC(C4)C2)C3)c1 (centres undefined)	1	-6	-7	-1	1	-0.6	i	-2	-0.3	0.1
O=C(c1ccc(S(=O)(=O)N2CCCCCC2)cc1)N1CCN(c2ccccc2F)CC1	-3	3	-7	-6	4	0.9	i	-1	-0.3	1.5
O=C(Nc1ccc(Cl)cc1)C1C2CCCCC21 (centres undefined)	0	-3	-4	-1	0	-0.5	i	1	-1.3	-1.7
CCCN1CCN(CCCNC(=O)c2cc3c(=O)[nH]c4ccc(C)cc4c3s2)CC1	-6	-4	1	-10	4	0.0	i	2	-0.3	0.7
COC(=O)C1CCCN1C(=O)c1cccs1 (centres undefined)	-5	-4	-2	1	-1	-1.3	i	7	-1.1	0.3
CCOC(=O)[C@@H]1[C@H]2COc3ccccc3[C@H]2N2C(=O)N(c3cccc(C)c3)C(=O)[C@]12C	0	-1	-11	-12	0	-1.3	i	2	-0.5	0.9
CC(/C=N/Nc1nncc(=O)[nH]1)=C\c1ccccc1	-16	-1	-2	2	-4	-0.8	i	1	0.2	3.0
COc1ccc(-c2cc(C(=O)NN3CCOCC3)c3ccccc3n2)cc1OC	-5	-2	1	-7	-1	-2.2	i	1	-0.4	2.8
CCOc1ccc(NC(=O)CN(C)C(=O)c2ccccc2SCc2c(C)noc2C)cc1OCC	-27	-6	-6	5	1	-8.9	i	-1	-0.2	-2.0
Cc1cccc(-n2ncc3c(NNC(=O)c4ccco4)ncnc32)c1	4	1	-5	2	1	0.2	i	1	-0.3	1.6
O=c1[nH]cnc2c1ncn2Cc1ccc([N+](=O)[O-])cc1	-17	-1	-2	-6	-3	-0.2	i	2	-1.1	-0.1
O=c1oc2ccccc2c(Nc2cccc(O)c2)c1[N+](=O)[O-]	-9	2	1	-1	-1	2.6	i	-1	1.0	0.7
Cc1ccc(C)c(SCC(=O)N(C)C2CCS(=O)(=O)C2)c1 (centres undefined)	0	3	5	-7	0	-1.5	i	1	-0.3	0.1
CC1(C)CC(=O)C(N=Nc2ccc(S(=O)(=O)N3CCCCCC3)cc2)=C(O)C1	-31	-6	-2	-2	1	0.0	i	-4	0.3	1.3
CCC(C)N(C(=O)Cn1nnc(-c2ccc(F)cc2)n1)C1CCS(=O)(=O)C1 (centres undefined)	2	-4	-8	-2	1	1.2	i	-2	-0.3	-1.2
O=C(NCc1ccc(F)cc1)c1cccnc1C(=O)O	-3	4	-6	-4	1	-2.0	i	2	-0.1	-0.4
NS(=O)(=O)c1ccc(NCc2cnc3ccccc3n2)cc1	-24	3	nt	2	0	-0.2	i	-3	0.0	0.5
O=C(Nc1cccnc1)c1cc2nc(C3CC3)cc(C(F)(F)F)n2n1	-8	3	-3	7	0	-1.8	i	-14	-1.1	0.8
Cn1c(C(=O)NCc2cccs2)cc2oc3ccccc3c21	-3	0	-8	-11	-2	1.3	i	-4	-0.9	0.8
Cc1nnc(NC(=O)C(C)Sc2nnc(-c3ccco3)n2C(C)C)s1 (centres undefined)	-2	2	-9	5	1	-2.1	i	0	0.0	-0.4
COc1ccc(-c2cc(NC=O)c3ncc(-c4cccc(C(=O)NCCN(C)C)c4)n3c2)cc1	-26	5	nt	-3	2	-3.6	i	-7	-0.3	11*
O=c1cc(-c2ccccc2)oc2cc(O)c(O)c(O)c12	1	28	1	-4	4	50	i	9	0.6	1.1
CCOCCCNC(=O)c1cccc(OC2CCN(S(C)(=O)=O)CC2)c1	1	-4	-4	-1	-3	-2.1	i	-1	-0.6	-0.4
COc1ccc(-c2nc(CS(=O)CC(=O)N3CCc4ccccc4C3)c(C)o2)cc1 (centres undefined)	4	2	3	5	4	-2.1	i	-4	-0.2	0.5
Cc1nnc(N=c2ssnc2Cl)o1	-5	-6	12	5	14	55*	i	-10	-0.2	1.1
CCC(CO)Nc1ncc([N+](=O)[O-])cc1C#N (centres undefined)	-8	2	-1	-1	2	-1.6	i	-5	0.4	3.8
COc1ccc(-n2c(CCc3ccccc3)n[nH]c2=S)cc1	-2	-1	10	3	0	-1.4	i	6	-0.6	-1.1
O=C(CCNS(=O)(=O)c1ccc(Br)s1)NC1CCCC1	-4	3	-8	-5	0	0.8	i	-1	0.0	0.7
COc1ccc(C)cc1NC(=O)CN(c1ccccc1)S(C)(=O)=O	1	-1	-5	-4	0	-0.3	i	7	-1.1	-0.9
Oc1cccc(/C=N/N2CCN(C3c4ccccc4-c4ccccc43)CC2)c1	5	-5	-10	8	-1	3.4	i	-5	-0.2	-0.7

7 of the compounds above, with values under each structure:
Results follow in this order: SUMO1-SIM PPI, CSN inh, Scp-1 inhibitor, NadD block, STEP block, LMPTP block, Rpn11 inh, DNMT1 block, TbMetRS inhib, MsrA inhibitor
- O=S(=O)(c1ccc(-c2ccon2)s1)N1CCCC1
  -10, 3, -13, 3, -1, -0.4, i, 0, 1.8, 0.2
- NS(=O)(=O)c1ccc(NCc2cnc3ccccc3n2)cc1
  -24, 3, nt, 2, 0, -0.2, i, -3, 0.0, 0.5
- Cn1c(C(=O)NCc2cccs2)cc2oc3ccccc3c21
  -3, 0, -8, -11, -2, 1.3, i, -4, -0.9, 0.8
- CCC(CO)Nc1ncc([N+](=O)[O-])cc1C#N (centres undefined)
  -8, 2, -1, -1, 2, -1.6, i, -5, 0.4, 3.8
- CCOC(=O)[C@@H]1[C@H]2COc3ccccc3[C@H]2N2C(=O)N(c3cccc(C)c3)C(=O)[C@]12C
  0, -1, -11, -12, 0, -1.3, i, 2, -0.5, 0.9
- CC(/C=N/Nc1nncc(=O)[nH]1)=C\c1ccccc1
  -16, -1, -2, 2, -4, -0.8, i, 1, 0.2, 3.0
- C[C@H]1C[C@H]2[C@@H]3CCC4=CC(=O)C=C[C@]4(C)[C@@]3(Cl)[C@@H](O)C[C@]2(C)[C@@]1(O)C(=O)CO
  -4, 0, -3, -1, 0, -2.3, i, -3, -1.1, -0.7
